Assay outcomes: PubChem, Sanford-Burnham Center for Chemical Genomics
APOBEC3G inh: APOBEC3G DNA deaminase inhibitors, primary screen, biochemical, fluorescence, single-stranded DNA substrate, uHTS; DNA dC->dU-editing enzyme APOBEC-3G (Homo sapiens), Q9HC16; recombinant A3G, ssDNA deamination FAM/TAMRA fluorescence; inhibition, % at 20 µM; actives 0.28% (n = 330,000);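 active = inhibition of at least 40% at 20 µM, with no more than 30% in the related APOBEC3A deaminase screen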;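 also: plate controls were DMSO wells with A3G for no effect and wells lacking A3G enzyme for full effect; some compounds called inactive have numbers as strong as hits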
Target sequence (Q9HC16 whole entry, looked up): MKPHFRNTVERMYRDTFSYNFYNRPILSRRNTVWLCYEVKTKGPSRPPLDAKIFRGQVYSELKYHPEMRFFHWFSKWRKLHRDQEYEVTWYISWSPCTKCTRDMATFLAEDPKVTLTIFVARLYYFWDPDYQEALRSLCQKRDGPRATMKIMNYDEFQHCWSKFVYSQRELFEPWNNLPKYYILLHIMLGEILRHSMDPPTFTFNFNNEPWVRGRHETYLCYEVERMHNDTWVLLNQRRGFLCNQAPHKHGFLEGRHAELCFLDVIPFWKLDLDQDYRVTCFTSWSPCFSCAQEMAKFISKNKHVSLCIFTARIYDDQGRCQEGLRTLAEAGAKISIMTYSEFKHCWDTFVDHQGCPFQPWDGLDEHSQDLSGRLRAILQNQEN
UBC13 polyUb: UBC13 polyubiquitin chain formation inhibitors, primary screen, biochemical, TR-FRET, uHTS; Ubiquitin-conjugating enzyme E2 N (Homo sapiens), P61088; inhibition, % at 20 µM; actives 0.47% (n = 330,000); AID 485273, 2010; in the data active = inhibition above about 45%, passing the limit was not always enough; inconclusive = no clear call, values can overlap the other calls
Target sequence (P61088 whole entry, looked up): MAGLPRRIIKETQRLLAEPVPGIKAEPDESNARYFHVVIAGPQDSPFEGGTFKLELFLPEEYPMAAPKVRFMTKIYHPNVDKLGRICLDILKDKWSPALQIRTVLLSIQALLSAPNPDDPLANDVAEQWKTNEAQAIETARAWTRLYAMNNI
SENP6 block: SENP6 protease inhibitors, primary screen, biochemical, luminescence, uHTS; Sentrin-specific protease 6 (Homo sapiens), Q9GZR1; Recombinant SENP6 catalytic domain, aminoluciferin luminescence; inhibition, % at 10 µM; actives 1.8% (n = 330,000); AID 2599, 2010;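 active = inhibition above about 50% at the single tested dose, limit read from the data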;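 also: plate controls were DMSO wells with enzyme for no effect and DMSO wells lacking enzyme for full effect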
SENP8 block-1: human SENP8 protease inhibitors, primary screen, biochemical, fluorescence, Nedd8 protein substrate, uHTS; Sentrin-specific protease 8 (Homo sapiens), Q96LD8; recombinant SENP8; inhibition, % at 20 µM; actives 0.64% (n = 360,000); AID 602440, 2012; in the data active = inhibition mostly above about 40%, no sharp cut-off; inactive = mostly below about 27%
Target sequence (Q96LD8 whole entry, looked up): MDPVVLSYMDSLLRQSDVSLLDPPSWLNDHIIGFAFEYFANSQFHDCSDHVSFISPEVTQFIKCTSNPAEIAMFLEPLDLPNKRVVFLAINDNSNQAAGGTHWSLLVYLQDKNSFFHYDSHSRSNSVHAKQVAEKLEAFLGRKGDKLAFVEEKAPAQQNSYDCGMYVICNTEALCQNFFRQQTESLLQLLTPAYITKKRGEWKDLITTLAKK
Apaf-1 inh: inhibitors of human Apaf-1 apoptosome, primary screen, biochemical, DEVD-Rh110 fluorescence, uHTS; Apoptotic protease-activating factor 1 (Homo sapiens), O14727; reconstituted apoptosome caspase-3 activity; inhibition, % at 20 µM; actives 0.71% (n = 330,000); AID 489030, 2010; active = inhibition of at least 40% at 20 µM;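 also: plate controls were DMSO wells for no effect and DEVD-CHO caspase inhibitor wells for full effect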
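detection = Rh110 fluorescence intensity | test system = biochemical Apaf-1 apoptosome reconstitution | also added = cytochrome c and DEVD-Rh110 substrate | schedule = 30 min plus 50 min, RT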
SENP8 block-2: SENP8 protease inhibitors, primary screen, biochemical, luminescence | actives 1.2% (n = 330,000) | inhibition, % at 10 µM | AID 2540, 2010 | purified SENP8, Z-RLRGG-aminoluciferin cleavage | Sentrin-specific protease 8 (Homo sapiens), Q96LD8; in the data active = inhibition above about 50%
SENP7 block: SENP7 protease inhibitors, primary screen, biochemical, luminescence, uHTS. recombinant SENP7, Z-RLRGG-aminoluciferin luminescence, 40 min. inhibition, % at 5 µM. actives 1.5% (n = 330,000). AID 434973, 2010;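 active = inhibition above about 50% at the single test dose, limit read from the data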;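 also: plate controls were DMSO with enzyme for no effect and no enzyme buffer wells for full effect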
SENP1 FRET inh: human SENP1 catalytic domain inhibitors, primary screen, biochemical, FRET, uHTS; inhibition, % at 10 µM; Sentrin-specific protease 1 (Homo sapiens), Q9P0U3; recombinant SENP1 catalytic domain, CyPet-SUMO1-YPet FRET cleavage; actives 0.21% (n = 360,000);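 active = inhibition at least 30% at 10 µM, raw YFP signal under a set limit, fluorescence ratio 0.5 to 1.5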;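 also: 0% = enzyme with DMSO and 100% = no enzyme wells; some results filed as inactive read as strong as hits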
Target sequence (Q9P0U3 419-644 limits assumed): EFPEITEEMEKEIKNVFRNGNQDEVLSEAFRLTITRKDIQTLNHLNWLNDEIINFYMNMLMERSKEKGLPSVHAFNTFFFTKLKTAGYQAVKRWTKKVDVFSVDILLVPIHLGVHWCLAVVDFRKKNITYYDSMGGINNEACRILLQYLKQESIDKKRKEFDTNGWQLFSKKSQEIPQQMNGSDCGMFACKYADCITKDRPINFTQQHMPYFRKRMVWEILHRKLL
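Assay system: hSENP1 catalytic domain, recombinant. Amount: SENP1 enzyme, 20 pM final. Schedule: 50 min reaction, RT, dark. Technique: FRET, CFP and YFP emission. Control set: no-enzyme wells low, DMSO-plus-enzyme wells high control.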
Numbers without * were called inactive; ? = inconclusive; / = no result given.

Codes: A = APOBEC3G inh; B = UBC13 polyUb; C = SENP6 block; D = SENP8 block-1; E = Apaf-1 inh; F = SENP8 block-2; G = SENP7 block; H = SENP1 FRET inh
SMILES: Cc1cccc(OCc2ccc(C(=O)Nc3ccc(F)cc3)cc2)c1
  A: 4; B: 0; C: 12; D: 11; E: -6; F: -3; G: 0; H: -2

SMILES: COc1ccc([N+](=O)[O-])cc1/C=N/NC(=O)CNC(=O)C(c1ccccc1)c1ccccc1
  A: -4; B: 4; C: 6; D: 7; E: 11; F: 1; G: 3; H: 1

SMILES: O=C(NN=C1C2CC3CC(C2)CC1C3)c1ccncc1
  A: -1; B: -3; C: -1; D: 20; E: 3; F: 5; G: 2; H: 0

SMILES: CCCOc1ccc(C(=O)N/N=C/c2c[nH]c3ccc(Br)cc23)cc1
  A: 4; B: 24; C: 8; D: -7; E: 25; F: 2; G: -4; H: 3

SMILES: O=C(O)CC1(CC(=O)Nc2ccc3ccccc3n2)CCCCC1
  A: -3; B: 4; C: -9; D: 10; E: -5; F: -5; G: -3; H: 1

SMILES: C=C(C)CN(CC)C(=O)CSc1nc2ncc(Cl)cc2[nH]1
  A: 1; B: -1; C: 2; D: -39; E: 0; F: 8; G: 14; H: -2

SMILES: COc1ccc(OCC(=O)Nc2cc(NC(=O)c3ccco3)ccc2OC)cc1
  A: -4; B: -1; C: -10; D: 22; E: 3; F: -8; G: 5; H: 1

SMILES: COc1ccc(CC(=O)NNC(=S)Nc2ccccc2)cc1Cl
  A: -6; B: -4; C: 3; D: 3; E: -3; F: 4; G: 7; H: -1

SMILES: CCC(NC(=O)CCl)c1ccc(C)cc1 (stereo not drawn)
  A: -5; B: 2; C: -8; D: 7; E: -4; F: -1; G: 3; H: -1

SMILES: O=C(c1cc2c(s1)CCCC2)N1CCN(S(=O)(=O)c2ccccc2C(F)(F)F)CC1
  A: -6; B: 2; C: -7; D: 12; E: 18; F: -3; G: 2; H: -2

SMILES: COc1ccc(N2CC(C(=O)Nc3nnc(SCC(=O)NC(C)(C)C)s3)CC2=O)cc1 (stereo not drawn)
  A: 12; B: 3; C: -7; D: -5; E: -14; F: -2; G: 9; H: 2

SMILES: Cc1onc(-c2c(Cl)cccc2Cl)c1C(O)c1ccc(F)cc1 (stereo not drawn)
  A: -3; B: 6; C: -5; D: 11; E: 5; F: -4; G: 3; H: 1

SMILES: Cc1nnc(SC(C)C(=O)Nc2ccc(Cl)cn2)n1Cc1ccccc1 (stereo not drawn)
  A: -2; B: -1; C: -16; D: 7; E: -10; F: -7; G: -5; H: 1

SMILES: Cc1cc(C)cc(N(CC(=O)NC2CCCC2)C(=O)C2(C)CC(=O)N=C3C=CC=CN32)c1 (stereo not drawn)
  A: -6; B: 8; C: 14; D: -385; E: -11; F: -4; G: 0; H: 2

SMILES: C=CCC1(O)C(=O)N2C(=C1C(=O)OCC)c1ccc3ccccc3c1CC2(C)C (stereo not drawn)
  A: -7; B: 3; C: -18; D: 3; E: 12; F: -7; G: -9; H: -1

SMILES: CCOC(=O)C1CCCN(C(=O)c2ccc(C)cc2O)C1 (stereo not drawn)
  A: -7; B: -6; C: -2; D: 20; E: -3; F: 8; G: -2; H: 1

SMILES: CC1CCCC(C)N1C(=O)COC(=O)C1CCN(S(=O)(=O)c2ccc3c(c2)OCCO3)CC1 (stereo not drawn)
  A: -5; B: -2; C: -10; D: -5; E: 9; F: 6; G: -3; H: 1

SMILES: CC(Oc1ccc(F)cc1)c1ccnc2nc(/N=C/N(C)C)nn12 (stereo not drawn)
  A: -7; B: 7; C: -16; D: -392; E: 3; F: 0; G: -4; H: 1

SMILES: CCN(C(=O)C1CCCN(c2nc(-c3ccc(OC)cc3)no2)C1)c1ccc(OC)cc1 (stereo not drawn)
  A: 2; B: 5; C: 2; D: 12; E: 12; F: 1; G: 0; H: 0

SMILES: CCOC(=O)c1ccc[n+](CC(=O)c2ccc(OC)cc2)c1
  A: -4; B: 7; C: 3; D: 18; E: -7; F: 0; G: -1; H: 1

SMILES: CC(=O)c1c(C)[nH]c(C(=O)Nc2cccc(S(=O)(=O)N(C)C)c2)c1C
  A: -5; B: 0; C: 11; D: -37; E: -5; F: -1; G: 0; H: 2

SMILES: Nc1nc(Nc2ccccc2)nc2ccccc12
  A: 3; B: 7; C: 94*; D: 18; E: 0; F: 91*; G: 97*; H: 3

SMILES: COC(=O)CC1=C(C(=O)OC)C(c2cccc(OCC(N)=O)c2)C(C#N)=C(N)O1 (stereo not drawn)
  A: -6; B: 2; C: -6; D: -43; E: -4; F: 1; G: -6; H: -9

SMILES: CCC(C)(c1ccc(C=O)s1)c1ccc(C=O)s1
  A: -2; B: -4; C: 2; D: 14; E: 11; F: -6; G: -6; H: 1

SMILES: Cc1cc(SCC(=O)Nc2ccccc2)n2ncc(-c3ccccc3)c2n1
  A: -8; B: 10; C: 6; D: 5; E: -3; F: 1; G: 4; H: 1

SMILES: O=C(O)c1cc(O)c2c(c1)[C@@H]([C@H]1c3cc(C(=O)O)cc(O)c3C(=O)c3c(O[C@@H]4O[C@H](CO)[C@@H](O)[C@H](O)[C@H]4O)cccc31)c1cccc(OC3O[C@H](CO)[C@@H](O)[C@H](O)[C@H]3O)c1C2=O (stereo partly drawn)
  A: 89; B: ?; C: -82; D: 13; E: 95*; F: 18; G: -80; H: 16

SMILES: Cc1ccc2[nH]c3c(=O)n(Cc4ccco4)cnc3c2c1
  A: -5; B: 22; C: 45; D: -4; E: -14; F: 0; G: -3; H: -1

SMILES: COc1ccccc1C1CCN(c2ccc(CO)cc2[N+](=O)[O-])CC1
  A: -6; B: -1; C: -1; D: 1; E: -2; F: -5; G: 3; H: 0

SMILES: Cc1noc(C)c1CSCC(=O)Nc1ccc(S(=O)(=O)C(F)F)cc1
  A: -3; B: -2; C: -19; D: 8; E: 12; F: -16; G: -11; H: -1

SMILES: OCC[C@H]1C[C@H](O)[C@@H](O)[C@]2(Cc3ccccc3CCO2)O1
  A: -3; B: -9; C: -14; D: 12; E: 4; F: 4; G: 3; H: 1

SMILES: CCS(=O)(=O)c1c([N+](=O)[O-])ncn1C
  A: 2; B: -12; C: -5; D: 4; E: 8; F: 7; G: 7; H: 1

SMILES: CN(c1ccccc1C(=O)Nc1ccc2c(c1)n(C)c(=O)n2C)S(C)(=O)=O
  A: -7; B: 5; C: 10; D: 1; E: -13; F: 7; G: 1; H: -2

SMILES: O=C(/C=C/c1ccccc1)OCCCCN=C1NS(=O)(=O)c2ccccc21
  A: 2; B: 3; C: -18; D: 7; E: 4; F: -13; G: 6; H: 5

SMILES: O=C(/C=C/c1ccccc1)NCC1(c2ccccc2)CCOCC1
  A: -6; B: 1; C: -8; D: 3; E: -2; F: -5; G: -6; H: 0

SMILES: CNC(=O)/C(C#N)=C/c1c(N2CCN(c3cccc(Cl)c3)CC2)nc2c(C)cccn2c1=O
  A: -1; B: 8; C: -5; D: -299; E: 27; F: 6; G: 4; H: -47

SMILES: CCOC(=O)C1CCCN(C(=S)Nc2ccc(S(=O)(=O)N3CCOCC3)cc2)C1 (stereo not drawn)
  A: -10; B: -6; C: -11; D: 10; E: 11; F: -21; G: -5; H: 2

SMILES: CCn1cc(C(=O)N2CCc3ccccc32)c(=O)c2cc(S(=O)(=O)N3CCOCC3)ccc21
  A: -1; B: -2; C: -3; D: 4; E: -1; F: 7; G: 4; H: 2

SMILES: COc1cccc(NC(=O)CN(C)CC(=O)c2c(C)[nH]c3ccccc23)c1
  A: 0; B: 6; C: -2; D: -32; E: 22; F: 7; G: 7; H: 1

SMILES: CN(CCC1CCOCC1)Cc1cn[nH]c1-c1ccc(-c2ccccc2)cc1
  A: -6; B: 20; C: -16; D: 12; E: -21; F: -4; G: 4; H: 0

SMILES: Cc1cc(C)c(N)cc1C
  A: -12; B: 3; C: -21; D: 4; E: 7; F: -9; G: -9; H: -1

SMILES: C=CCN(C(=O)CCC(=O)Nc1cc(C)on1)C(C(=O)NC1CCCC1)c1cccnc1 (stereo not drawn)
  A: -4; B: -4; C: -2; D: 24; E: 4; F: -8; G: -6; H: 0

SMILES: COc1ccc(Cl)cc1NC(=O)CN1CCN(S(=O)(=O)N2CCC(C)CC2)CC1
  A: -3; B: 14; C: -18; D: 4; E: 23; F: -13; G: -10; H: 1

SMILES: Cc1ccc2c(C(=O)CN3CCCCC3CCO)c(C)[nH]c2c1 (stereo not drawn)
  A: -3; B: -4; C: -5; D: 29; E: 1; F: -5; G: 9; H: -18

SMILES: O=C(N/N=C/c1ccncc1)NC1CCCCC1
  A: -7; B: -11; C: -12; D: 6; E: 5; F: -9; G: -4; H: 2

SMILES: COc1ccc(-c2c(C#Cc3ccsc3)c3ccccc3n2C)cc1
  A: -9; B: -9; C: -19; D: -473; E: 23; F: -11; G: 13; H: -62

SMILES: O=C(CC1Nc2c3ccccc3nc(=S)n2C1=O)NC1CCCCC1 (stereo not drawn)
  A: -16; B: 23; C: -1; D: /; E: -19; F: 1; G: -4; H: /

SMILES: CCOC(=O)[C@@H]1[C@H]2COc3ccc(Br)cc3[C@H]2N2C(=O)N(c3ccc(OC)cc3)C(=O)[C@]12C
  A: -8; B: 4; C: 6; D: 10; E: 0; F: 5; G: 3; H: 0

SMILES: COc1ccc(C(=O)Nc2cccc3nc(C)ccc23)c(OC)c1
  A: 1; B: -5; C: -19; D: -474; E: 18; F: -5; G: -15; H: 1

SMILES: COc1ccccc1C(=O)NCC(=O)NCC1(N2CCCCC2)CCCCC1
  A: -8; B: -2; C: -14; D: 16; E: -5; F: -17; G: -14; H: 0

SMILES: Cc1ccc(C(C(=O)NC2CCCC2)N(Cc2ccc(F)cc2)C(=O)c2snc(C(N)=O)c2N)o1 (stereo not drawn)
  A: -4; B: 23; C: 0; D: -278; E: 16; F: 3; G: 5; H: -16

SMILES: CC(=O)NC(CC(=O)N(Cc1ccccc1)c1cccc(C)c1)c1ccccc1 (stereo not drawn)
  A: 5; B: 1; C: -14; D: 6; E: 23; F: -3; G: -2; H: 1
